# NOD1 inhibition – inhibition of NOD1-driven NF-kB reporter – cell-based, luminescence, uHTS, primary screen (AID 1578); NOD1-driven NF-kB luciferase reporter cells, luminescence; higher % means a stronger effect; inhibition, % at 4 µM, or EC50 in µM where a hit was titrated; 1% of 290,000 active; in the data active means inhibition mostly above about 36%, no sharp cut-off; inactive means mostly below about 34%;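 further: HEK-293T reporter cells stimulated with the NOD1 agonist gamma-tri-DAP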
# West Nile virus CPE – inhibition of WNV-induced cytopathic effect – cell-based, CPE readout (AID 1621). West Nile virus-infected cells, CPE inhibition; higher % means a stronger effect. one-dose CPE inhibition, % at 10 µM; IC50 in µM for titrated hits. 0.02% of 290,000 active; in the data active means a potency from the dose series; inconclusive means CPE inhibition mostly from about 3.7% at the one dose, without a potency; inactive means the rest, 99 in 100 with CPE inhibition below about 2.2%; further: strong numbers were not always called active
# GPR55 LPI antagonism – GPR55 antagonists blocking LPI-driven arrestin recruitment, primary screen, imaging, U2OS, beta-arrestin-GFP, LPI agonist (AID 2013); inhibition, % at 10 µM; hits with a dose series show IC50 in µM; U2OS GPR55 beta-arrestin-GFP translocation imaging, LPI antagonism; higher % means a stronger effect; 0.13% of 290,000 active;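 active means spots per cell inhibited over 60%, with over 100 cells counted and total cytoplasm intensity under 500,000; inconclusive means wells with under 100 cells, flagged as likely toxic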;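 further: U2OS cells stably carrying GPR55 and arrestin-GFP stimulated by 5 µM LPI near EC80; imaged beta-arrestin-GFP aggregate spots per cell after agonist stimulation; plate controls were LPI-stimulated DMSO wells for no effect and DMSO wells without LPI for full effect; some results filed as inactive read as strong as hits; confirmed hits need IC50 under 10 µM and bright autofluorescent wells are also inconclusive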
# KOR beta-arrestin-1 – KOR antagonists, beta-arrestin recruitment, cell-based, luminescence, uHTS (AID 1778); KOR beta-arrestin recruitment, luminescence, antagonist mode; higher % means a stronger effect; one-dose inhibition, % at 10 µM; IC50 in µM for titrated hits; 0.091% of 290,000 active; in the data active means inhibition above about 50%; further: strong numbers were not always called active
# HIV fusion peptide – cell-free HIV fusion peptide-binding blockers – biochemical, uHTS, fluorescence dequenching, primary screen (AID 1986); one-dose inhibition, % at 20 µM; IC50 in µM for titrated hits; cell-free peptide binding, fluorescence dequenching, 30 min; higher % means a stronger effect; 0.3% of 290,000 active; in the data active means inhibition mostly above about 52%, no sharp cut-off; inactive means mostly below about 76%; further: some results filed as inactive read as strong as hits
# KOR beta-arrestin-2 – kappa opioid receptor activators – cell-based, luminescence, uHTS, primary screen (AID 1777) | 0.02% of 280,000 active | activation, % at 10 µM, or EC50 in µM where a hit was titrated | KOR beta-arrestin recruitment, luminescence; higher % means a stronger effect; in the data active means activation above about 50%, passing the limit was not always enough; further: a part of the inactive calls stands beside numbers as strong as those of hits
# GPR55 beta-arrestin – selective activators of receptor GPR55 – imaging, U2OS cells, beta-arrestin-GFP redistribution, primary screen (AID 1961). 0.048% of 290,000 active. activation, % at 10 µM; hits with a dose series show EC50 in µM. U2OS GPR55 beta-arrestin-GFP redistribution imaging; higher % means a stronger effect;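 active means activation above 40% with more than 50 cells counted in the well; inconclusive means wells holding fewer than 50 cells, flagged as toxic or sparse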;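 further: U2OS osteosarcoma cells stably expressing GPR55 and beta-arrestin-GFP; plate controls were DMSO negative control for no effect and LPI positive control for full effect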
# GPR35 arrestin U2OS – GPR35 antagonists blocking zaprinast-driven arrestin recruitment, primary screen, imaging, U2OS, beta-arrestin-GFP, zaprinast agonist (AID 2058) | U2OS GPR35 beta-arrestin-GFP translocation imaging, zaprinast antagonism; higher % means a stronger effect | inhibition, % at 10 µM; hits with a dose series show IC50 in µM | 0.052% of 290,000 active;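 active means inhibition of at least 50% with at least 30 cells and total cytoplasm GFP at most 10,000,000; inconclusive means under 30 cells or total GFP of 10,000,000 plus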
# NS5 inhibitors – flavivirus cap methylation enzyme inhibition – biochemical, confirmation dose response, primary screen (AID 588689). Dengue-2 NS5 methyltransferase capping enzyme assay, biochemical; higher % means a stronger effect. inhibition, % at 25 µM; hits with a dose series show IC50 in µM. 0.3% of 340,000 active; in the data active means a potency from the dose series; inconclusive means inhibition above about 29% without an active follow-up result
# NS5 inhibitors pilot replicate – recorded beside NS5 inhibitors, whose call it bears; inhibition, %; measured here: pilot screen replicate inhibition
# An asterisk follows results filed as active; ? = inconclusive; nt = no result given; [ ] = dose if it differs, or a comment.
SMILES,NOD1 inhibition,West Nile virus CPE,GPR55 LPI antagonism,KOR beta-arrestin-1,HIV fusion peptide,KOR beta-arrestin-2,GPR55 beta-arrestin,GPR35 arrestin U2OS,NS5 inhibitors,others
Cc1nc(CSc2n[nH]c(=O)n2-c2cccc(F)c2)cs1,0%,0.1%,-4%,11%,-2.2%,nt,-0.2%,16%,-2%,
COc1cccc(CN2CC(C(=O)NCC3CCOCC3)CCC2=O)c1 (stereo unspecified),-19%,0.1%,1%,-16%,1.2%,-5.5%,0.2%,-2%,4%,
Cc1cc(C)nc(Nc2nc3ccccc3[nH]2)n1,-18%,0.0%,-13%,-10%,-1.3%,-1.9%,-0.2%,-15%,2%,
CC(C)C(NC(=O)/C(=C/c1ccco1)NC(=O)c1ccc(Br)o1)C(=O)O (stereo unspecified),-3%,0.4%,4%,42%,18%,-6.4%,-0.1%,3%,9%,
COc1ccc(C(=O)NC(=S)Nc2cccc(S(=O)(=O)N3CCOCC3)c2)cc1,9%,-1.2%,-18%,-5%,0.8%,-5.9%,-0.2%,-10%,-5%,
CCn1c(-c2ccccc2)csc1=Nc1ccc(S(=O)(=O)O)cc1,-10%,1.1%,1%,-8%,7.4%,-2.2%,-0.2%,10%,6%,
CCN1C(C(=O)Nc2cc(C)on2)=C(O)c2ccccc2S1(=O)=O,-4%,0.1%,11%,23%,-1.7%,-12%,-0.1%,2%,3%,
Cc1cc(NCc2ccccc2)n2ncnc2n1,-15%,-0.9%,22%,17%[20 µM],-1.3%,-4.9%,0.2%,-2%,-6%,
Cc1ccc(-c2ccc(C3C(C#N)=C(N)Oc4n[nH]c(C)c43)o2)cc1 (stereo unspecified),-19%,-0.5%,-8%,-57%,20%,5.0%,0.9%,-21%,12%,
Nc1c(Cl)ncnc1NCCc1ccc(O)cc1,13%,-0.7%,-7%,9%,-1.8%,9.7%,0.5%,0%,6%,
COc1ccccc1C(=O)O/N=C(\N)c1ccccn1,-10%,0.4%,2%,-2%,-1.0%,-0.7%,-0.1%,6%,-1%,
O=C(COc1ccccc1-c1ccccc1)N/N=C/c1ccccn1,-23%,-0.5%,8%,1%,0.4%,0.5%,0.5%,14%,-9%,
CC(=O)c1ccc2noc(-c3ccc(Cl)cc3)c2c1,-15%,-1.1%,-5%,-14%,15%,2.0%,0.4%,12%,nt,
COc1ccc(CCNC(=O)CC2Nc3ccccc3NC2=O)cc1 (stereo unspecified),5%,-0.1%,18%,-20%,-2.7%,-5.7%,-0.1%,-12%,-4%,
Cc1ccc(C)c(S(=O)(=O)NCc2ccc(C(=O)N3CCN(C)CC3)cc2)c1,14%,0.5%,-6%,-56%,1.8%,6.3%,0.0%,-16%,-13%,
NC(=O)CCn1c2ccccc2c2ccccc21,-36%,-0.4%,0%,25%[20 µM],1.0%,nt,-0.1%,4%,-9%,
N=C(N)N1CCc2ccccc2C1,-15%,nt,15%,11%,0.7%,-2.6%,-0.1%,1%,nt,
Cc1ccc(C(C(=O)NC2CCCCC2)N(C(=O)c2csnn2)C2CCCC2)o1 (stereo unspecified),-18%,-1.1%,15%,11%,0.2%,-3.4%,0.2%,-12%,-6%,
O=S(=O)(Nc1nc(-c2ccccc2)cs1)c1cccc(C(F)(F)F)c1,34%,0.3%,-12%,-34%,42%,-5.9%,-0.2%,10%,20%,
O=C(N/N=C/c1ccco1)c1ccn[nH]1,-22%,-0.1%,5%,-7%,-2.2%,-0.9%,0.5%,-8%,-10%,

# Filtered by structure: the entries above with a Cl atom.
SMILES,NOD1 inhibition,West Nile virus CPE,GPR55 LPI antagonism,KOR beta-arrestin-1,HIV fusion peptide,KOR beta-arrestin-2,GPR55 beta-arrestin,GPR35 arrestin U2OS,NS5 inhibitors,others
Nc1c(Cl)ncnc1NCCc1ccc(O)cc1,13%,-0.7%,-7%,9%,-1.8%,9.7%,0.5%,0%,6%,
CC(=O)c1ccc2noc(-c3ccc(Cl)cc3)c2c1,-15%,-1.1%,-5%,-14%,15%,2.0%,0.4%,12%,nt,

# (continued)
SMILES,NOD1 inhibition,West Nile virus CPE,GPR55 LPI antagonism,KOR beta-arrestin-1,HIV fusion peptide,KOR beta-arrestin-2,GPR55 beta-arrestin,GPR35 arrestin U2OS,NS5 inhibitors,others
O=C(c1ccc2ccccc2n1)N(CCO)Cc1ccccc1,57%,-0.4%,-5%,-12%,0.3%,1.9%,-0.3%,15%,1%,NS5 inhibitors pilot replicate=-4.0
CC(=O)N1CCN(S(=O)(=O)c2ccc(C)cc2)C1C(C)C (stereo unspecified),-3%,1.9%,4%,-8%,-0.7%,0.1%,-0.3%,-3%,-5%,
O=C(Nc1ccon1)Nc1ccccc1C(F)(F)F,-27%,-0.6%,5%,1%,0.9%,-2.7%,0.2%,0%,-3%,
CN(C)c1ccnc(-n2cccc2/C=N/OCc2ccccc2)c1C#N,8%,0.0%,0%,-59%,1.5%,3.5%,-0.1%,-1%,7%,
O=C(NC1CCCCC1)N(Cc1ccccc1)Cc1ccco1,-15%,-0.5%,-13%,5%,-0.1%,8.1%,-0.1%,8%,-8%,
CCC(C)C(NC(=O)C(CC(C)C)NC(=O)C(CO)NC(=O)C1CCC(=O)N1)C(=O)OC (stereo unspecified),-36%,0.7%,3%,4%[20 µM],1.7%,nt,-0.1%,11%,10%,
CSc1nnc2c3ccccc3n(CCc3ccccc3)c2n1,10%,-1.2%,-1%,-53%,0.6%,-3.9%,-0.2%,2%,-10%,
CC(=O)OCCn1c(Br)nc2c1c(=O)[nH]c(=O)n2C,19%,0.2%,10%,-14%,-1.0%,-3.4%,0.0%,0%,-7%,
O=C(NCCNC(=O)c1cc(Cl)ccc1Cl)c1cnccn1,-10%,-0.5%,7%,-47%,0.2%,1.7%,-0.1%,35%,-3%,
CCOC(=O)c1nnn(-c2nonc2N)c1-c1ccc(Cl)cc1,-7%,-1.4%,12%,8%,-1.2%,-1.5%,0.1%,1%,-2%,
Cc1ccc(NS(=O)(=O)c2cc(C(=O)N3CCCC3)ccc2C)cc1C,-23%,-0.4%,3%,-1%,0.3%,1.3%,-0.1%,-15%,3%,
CCc1sc(C(=O)Nc2ccccc2N2CCOCC2)cc1C,-28%,-1.2%,-5%,-5%,-2.1%,-2.3%,-0.5%,1%,-2%,
CCCC(=O)Nc1ccc(C(=O)N/N=C/c2cccnc2)cc1,-28%,0.6%,-5%,4%,-2.2%,2.7%,-0.2%,10%,-2%,
COc1ccc(NC(=S)NCCCN2CCOCC2)cc1,-9%,0.5%,11%,-4%,0.2%,-2.0%,-0.1%,-7%,2%,
CN1C(C(=O)NCc2ccccc2)CC2Cn3c(nc4cc(Cl)c(Cl)cc43)C21 (stereo unspecified),-7%,-0.8%,-6%,-24%,2.8%,5.8%,-0.1%,6%,-7%,
O=C(CN1CCN(S(=O)(=O)c2ccccc2)CC1)NCCc1ccccc1,2%,-0.4%,14%,1%,0.3%,-1.9%,0.3%,0%,1%,
CSc1nc(Cl)c(Cc2ccc(OC(C)C)cc2)c(N(C)C)n1,10%,-1.6%,-2%,38%,5.6%,2.0%,0.7%,14%,-3%,
C=CCN(c1ccc(C(=O)Nc2ccc(NC(C)=O)cc2)cc1)S(C)(=O)=O,-27%,0.5%,-10%,-1%,1.2%,7.4%,-0.4%,-3%,-2%,
CC1CCCC(C)N1C(=O)COc1ccc(-c2nnco2)cc1 (stereo unspecified),3%,?,9%,14%,-2.3%,0.1%,-0.2%,14%,-5%,
Cc1ccccc1NC(=O)C(C)N1C(=O)c2ccccc2C1=O (stereo unspecified),-15%,-0.3%,3%,-13%[20 µM],-0.9%,-4.6%,-0.2%,-3%,5%,
CCOc1ccc(NC(=O)CNC(=O)c2nn(-c3ccc(OC)cc3)c(=O)c3ccccc23)cc1,-1%,0.0%,-2%,-47%,0.5%,4.8%,-0.2%,-24%,6%,
Cc1cccc(-c2nc(CS(=O)CC(=O)NCC3CCCO3)c(C)o2)c1 (stereo unspecified),-13%,-0.2%,7%,-38%,0.1%,-1.1%,-0.1%,31%,-1%,
OC(COCc1ccccc1)CN1CCN(c2ccccc2)CC1 (stereo unspecified),-22%,-0.6%,1%,-15%,-1.9%,3.1%,-0.1%,9%,-5%,
CC1CCCC(C)N1CCCNC(=O)c1cc2c(=O)n(C)c3ccccc3c2n1C (stereo unspecified),3%,0.1%,3%,2%,-2.8%,3.2%,-0.1%,18%,-1%,
NC(=S)NNC(=O)C12CC3CC(CC(C3)C1)C2,-13%,0.7%,7%,-1%,-1.2%,-2.9%,-0.1%,13%,-5%,

# Compounds above that contain an aryl methoxy group, in the order listed:
SMILES,NOD1 inhibition,West Nile virus CPE,GPR55 LPI antagonism,KOR beta-arrestin-1,HIV fusion peptide,KOR beta-arrestin-2,GPR55 beta-arrestin,GPR35 arrestin U2OS,NS5 inhibitors,others
COc1cccc(CN2CC(C(=O)NCC3CCOCC3)CCC2=O)c1 (stereo unspecified),-19%,0.1%,1%,-16%,1.2%,-5.5%,0.2%,-2%,4%,
COc1ccc(C(=O)NC(=S)Nc2cccc(S(=O)(=O)N3CCOCC3)c2)cc1,9%,-1.2%,-18%,-5%,0.8%,-5.9%,-0.2%,-10%,-5%,
COc1ccccc1C(=O)O/N=C(\N)c1ccccn1,-10%,0.4%,2%,-2%,-1.0%,-0.7%,-0.1%,6%,-1%,
COc1ccc(CCNC(=O)CC2Nc3ccccc3NC2=O)cc1 (stereo unspecified),5%,-0.1%,18%,-20%,-2.7%,-5.7%,-0.1%,-12%,-4%,
COc1ccc(NC(=S)NCCCN2CCOCC2)cc1,-9%,0.5%,11%,-4%,0.2%,-2.0%,-0.1%,-7%,2%,
CCOc1ccc(NC(=O)CNC(=O)c2nn(-c3ccc(OC)cc3)c(=O)c3ccccc23)cc1,-1%,0.0%,-2%,-47%,0.5%,4.8%,-0.2%,-24%,6%,

# An excerpt; rates above refer to the full screens.
